Screening data as filed in PubChem.
sdo1 growth: growth rescue of sdo1-depleted yeast, primary screen, S. cerevisiae, bone marrow failure model | 0.21% of 140,000 active | S. cerevisiae sdo1-depleted JHY4D growth rescue, OD600 30 h; stronger effect = higher value; pdr5 snq2 efflux-pump mutant strain | z-score at 10 µM | AID 817, 2007;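 active = z-score above 3 at both the 24 hr and the 30 hr optical density reads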;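 also: z-score against mean and SD of all compound wells on the same plate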
INS promoter inh: inhibitors of insulin promoter-driven GFP, primary screen, imaging, TRM-6 cells (human fetal islet line), eGFP reporter, cell count | inhibition, % at 2 µM | 0.9% of 130,000 active | reporter expression induced with tamoxifen;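 active = inhibition above the mean plus 3 SD, with well images judged a real hit on visual review, cut at about 60% in these data, passing the limit was not always enough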
sdo1 growth Rescue 24 h: also measured in sdo1 growth; calls as there; z-score; S. cerevisiae sdo1-depleted JHY4D growth rescue, OD600; measured here: growth rescue at 24 h;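 0 is the plate mean of compound wells and units are plate SD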
The depositor's hits bear a star; · = not tested or not shown. Only part of the results is shown (hit frequency here may not be typical).

SMILES	sdo1 growth	sdo1 growth Rescue 24 h	INS promoter inh
COc1cc(CN2CCN(S(=O)(=O)c3ccc(F)cc3)CC2)cc(OC)c1OC	-0.69	-0.08	·
N#CC1=C(SCC(=O)NC2CC2)NC(=O)C(C#N)C12CCCCC2 (stereo not given)	-0.38	-0.7	27.3
Nc1ccc(C(=O)N/N=C/c2sc(N3CCOCC3)nc2-c2ccccc2)cc1	-0.12	-0.64	-25.0
CCCCNC(=O)OCCNC(=O)NC	0.57	0.28	-21.1
CCOC(=O)c1ccc(-c2ccc(C3Nc4ccccc4C(=O)N3O)o2)cc1 (stereo not given)	0.82	0.78	·
O=C(NNC(=O)c1cc(OCC(F)(F)F)ccc1OCC(F)(F)F)c1cccc(C(F)(F)F)c1	0.23	1.31	·
O=C(O)c1ccc2c(c1)C(=O)N(Cc1ccc3c(c1)OCO3)C2=O	1.02	0.37	50.0
CCOc1ccc(-c2csc(NC(=O)CSC3=NC(=O)CN3C(C)=O)n2)c2ccccc12	-0.3	-0.48	·
C[C@H]1C[C@H]2[C@@H]3CCC4=CC(=O)C=C[C@]4(C)[C@@]3(Cl)[C@@H](O)C[C@]2(C)[C@@]1(O)C(=O)CO	1.57	2.14	0.0
CCN(CC)CCn1c(NCc2nc3ccccc3n2Cc2ccccc2)nc2ccccc21	-1.56	-1.58	0.0
Cc1cc(C)cc(NC(=O)CSc2nnc(CNC(=O)c3cccs3)o2)c1	1.15	1.62	-10.7
CC1CC(C)CN(S(=O)(=O)c2ccc(C(=O)Nc3sccc3C(N)=O)cc2)C1 (stereo not given)	-2.43	-1.62	·
COc1ccc(CN(C2CCCC2)S(=O)(=O)c2ccc(-n3cnnn3)cc2)cc1	-0.9	-0.26	82.8*
O=C(Nn1cnnc1)c1cc2cc(Br)ccc2oc1=O	-0.31	-0.37	40.0
NC(=S)Nc1ccc(Oc2ccc(NC(N)=S)cc2)cc1	-0.37	-0.72	·
CN1CCN(S(=O)(=O)c2ccc(-c3ccccc3)cc2)CC1	-0.57	-0.74	-3.9
CCOC(=O)/C(=N\Nc1ccc(C(C)=O)cc1)c1csc(Nc2ccccc2)n1	0.51	2.5	0.0
COC(=O)N1CC(C)N(C(=O)OC)CC1C (stereo not given)	1.17	1.64	26.9
CCn1nnc(NC(=O)c2ccc([N+](=O)[O-])o2)n1	·	·	-5.9
O=C(CCNS(=O)(=O)c1ccc(Br)s1)NC1CCCC1	0.06	-0.66	·
COc1ccc(C)cc1NC(=O)CN(c1ccccc1)S(C)(=O)=O	-0.9	-1.07	·
CCC(CO)Nc1ncc([N+](=O)[O-])cc1C#N (stereo not given)	0.22	0.06	·
Cc1ccc(CN2CCN(C(=O)C3CCCO3)CC2)cc1 (stereo not given)	-0.53	-1.03	35.1
CC(=O)C1=C(N2CCCCC2)CCC1=O	0.64	0.67	-140.0
CN(C)/C=N/c1nc2nccc(-c3cccnc3)n2n1	·	·	14.3
CC1=C(C)CC(C(=O)NCc2ccc3c(c2)OCO3)C(C(=O)O)C1 (stereo not given)	2.28	3.64	44.8
O=C(Nc1cccnc1)c1cc2nc(C3CC3)cc(C(F)(F)F)n2n1	0.62	0.28	50.0
Cn1c(C(=O)NCc2cccs2)cc2oc3ccccc3c21	-0.64	1.47	-7.7
O=C(Nc1ccc(F)cc1)c1nc[nH]c1C(=O)Nc1ccc([N+](=O)[O-])cc1	0.02	0.08	17.9
CC(=O)Nc1ccc(NC(=O)C2CC(=O)N(Cc3ccccc3)C2)cc1 (stereo not given)	·	·	-7.7
CCOC(=O)C1=C(c2ccccc2)NC(=S)NC1c1cccc([N+](=O)[O-])c1 (stereo not given)	1.23	0.72	·
CC(Sc1nc(N)cc(=O)[nH]1)C(=O)NC1CCCCC1 (stereo not given)	0.56	0.06	-15.4
O=C(O)c1ccc2nc3c(nc2c1)-c1ccccc1C3=O	·	·	-6.2
O=S(=O)(Cc1ccccc1Cl)Nc1ccccn1	-0.17	-0.63	-96.5
O=C(CCCOc1ccc(Cl)cc1Cl)N/N=C/c1cccc([N+](=O)[O-])c1	1.32	3.23	-66.7
COc1cc2c(cc1OC)CN(CC(=O)Nc1ccc3c(c1)OCO3)CC2	-0.01	-0.72	-22.2
COc1ccc(CNCCNC(=O)c2nonc2N)cc1OC	0.41	-0.02	15.0
O=C(/C=C/c1ccccc1)Nn1cnc2ccccc2c1=O	-0.45	-0.42	-17.5
CC(=O)Nc1cccc(C(=O)N/N=C/c2ccc(F)cc2)c1	1.14	1.47	-14.3
O=C(NCCC1=CCCCC1)NC1CCCCC1	-1.02	-1.46	-12.8

Entries of single compounds from above. Screens in order: sdo1 growth	sdo1 growth Rescue 24 h	INS promoter inh
`O=C(/C=C/c1ccccc1)Nn1cnc2ccccc2c1=O` is entered as -0.45	-0.42	-17.5
`CC(=O)C1=C(N2CCCCC2)CCC1=O` is entered as 0.64	0.67	-140.0
`CCC(CO)Nc1ncc([N+](=O)[O-])cc1C#N` (stereo not given) is entered as 0.22	0.06	·
`O=C(O)c1ccc2nc3c(nc2c1)-c1ccccc1C3=O` is entered as ·	·	-6.2
`CC(=O)Nc1cccc(C(=O)N/N=C/c2ccc(F)cc2)c1` is entered as 1.14	1.47	-14.3

More entries.
SMILES	sdo1 growth	sdo1 growth Rescue 24 h	INS promoter inh
O=C(CCc1ccccc1)Nc1ccc(NC(=O)c2ccco2)nc1	-0.36	-1.01	·
O=c1c2ccccc2c(-c2n[nH]c(=S)o2)nn1Cc1ccccc1	·	·	-25.0
CCN(CC)S(=O)(=O)c1ccc2c(c1)nc(SC(C)C(N)=O)n2-c1ccc(OC)cc1 (stereo not given)	-0.3	0.01	53.3
Cc1cc(C)cc(C(=O)NCC(=O)OCC(=O)N2CCN(S(=O)(=O)c3ccc4ccccc4c3)CC2)c1	0	-0.94	46.9
Cn1c(COc2ccccc2)nnc1SCC(=O)Nc1ccc2c(c1)OCO2	-0.42	-0.32	10.7
COc1cccc(NC(=O)C2CCN(S(C)(=O)=O)CC2)c1	1.15	1.36	40.0
CCn1c(CSc2nc3ccccc3s2)nnc1SCC(=O)OC(C)(C)C	-0.89	-0.99	43.8
CCOC(=O)C1CCN(C(=O)c2cccnc2)CC1	1	1.02	·
COc1ccc(CN(C(=O)CSc2nnc(-c3ccccc3C)o2)c2ccc(F)cc2)cc1	-0.68	-1.11	-127.8
O=C(O)c1ccc2c3c(ncnc13)-c1ccccc1C2=O	0.06	0.26	·
O=c1oc2c(CN3CCOCC3)c(O)c(Cl)cc2c2c1CCC2	0.27	0.67	8.7
Cc1ccc(S(=O)(=O)N(C)c2ccc(OCC(=O)Nc3nc(-c4ccccc4)cs3)cc2)cc1	0.69	0.98	-13.3
COC(=O)c1cc(NC2c3ccccc3C(=O)N2c2cccnc2)cc(C(=O)OC)c1 (stereo not given)	-0.29	-0.88	·
Cc1cc(NC(=O)Cn2cnc3c(cnn3C(C)(C)C)c2=O)no1	0.1	-0.36	19.1
O=C(NNC(=O)c1ccccc1O)c1ccco1	·	·	27.3
Cc1nc2ccccc2c(=O)n1N	0.95	1.63	·
C=CCn1c(CSc2nc3ccccc3s2)nnc1SCC(=O)NCc1ccco1	-0.13	-0.04	-45.5
Cc1ccc(OCC(=O)Nc2ccc3c(c2)OCO3)c([N+](=O)[O-])n1	0.65	0.21	-13.5
CCNC(=S)N/N=C(\C)c1ccc(Cl)s1	-0.58	-0.74	-12.5
COc1cccc(C(CC(=O)Nc2cccc3ccccc23)NC(=O)c2ccccc2)c1 (stereo not given)	-1.27	-0.69	-24.2
NC(=O)c1ccsc1N	·	·	-11.8
CN(C(=O)COc1ccccc1)c1nnc(-c2ccncc2)s1	1.65	1.99	-25.0
CN1CCN(C(=O)c2cc3ccccc3oc2=O)CC1	0.74	1.05	62.9
CCOC(=O)C(=CNc1ccc(C)cc1C)C(=O)OCC	-0.7	-0.44	-3.7
Cc1cc(C)c[n+](CC(=O)c2ccc(NC(=O)c3ccccc3)cc2)c1	·	·	0.0
CCOC(=O)c1c(NC(=O)CC)sc(C(=O)N2CCCCC2)c1C	-0.23	0.22	6.5
COc1ccc(CCC(=O)Nc2ccc3c(c2)OCCO3)cc1	-0.73	-1.08	-21.2
CN(C)CCN=c1cc(-c2ccccc2)oc2ccc(Cl)cc12	·	·	40.0
Cc1nn(-c2ccccc2)c2c1C(c1c(C)[nH]c(C#N)c1C)C(C#N)=C(N)O2 (stereo not given)	0.51	1.4	16.1
Cc1cc(-c2ccccc2C(=O)O)on1	0.14	-0.02	·
CCC1Oc2ccc(C)cc2N(Cc2cccc(C)c2)C1=O (stereo not given)	0.15	1.2	·
CC(C)CNS(=O)(=O)c1ccc(S(=O)(=O)NC2CCOC(C)(C)C2)cc1 (stereo not given)	·	·	-231.2
COc1ccc(N2CCN(C3=CC(=O)N(c4cccc(Cl)c4)C3=O)CC2)cc1	·	·	0.0
CCOc1ccc(/C=C/C(=O)c2cc(Br)ccc(=O)c2O)cc1	12.2	2.46	·
CC1CCCCC1NC(=O)Cn1nnc(-c2ccc(Cl)cc2)n1 (stereo not given)	-0.46	0.31	35.0
O=C(CC1COc2ccccc2O1)NC1CCCCC1 (stereo not given)	0.43	0.24	-27.3
CC(C)Cc1cc(C(=O)NCc2cccnc2)no1	0.36	0.54	·
CCc1ccc(S(=O)(=O)NCCc2csc(C)n2)s1	·	·	0.0
COc1ccc(S(=O)(=O)NCCSC(C)(C)C)c(Cl)c1Cl	0.04	0.33	-3.6
CCOC(=O)c1oc2nc(C(C)C)c3c(c2c1N)CC(C)(C)OC3	-0.35	0.12	·

Single entries from the list:
COc1ccc(C)cc1NC(=O)CN(c1ccccc1)S(C)(=O)=O in sdo1 growth Rescue 24 h = -1.07
O=C(O)c1ccc2c(c1)C(=O)N(Cc1ccc3c(c1)OCO3)C2=O in sdo1 growth Rescue 24 h = 0.37
O=c1c2ccccc2c(-c2n[nH]c(=S)o2)nn1Cc1ccccc1 in INS promoter inh = -25.0
CC(Sc1nc(N)cc(=O)[nH]1)C(=O)NC1CCCCC1 (stereo not given) in sdo1 growth = 0.56

INS promoter inh, hit marks shown above.
SMILES	sdo1 growth	sdo1 growth Rescue 24 h	INS promoter inh
COc1ccc(CN(C2CCCC2)S(=O)(=O)c2ccc(-n3cnnn3)cc2)cc1	-0.9	-0.26	82.8*

More structures follow.
SMILES	sdo1 growth	sdo1 growth Rescue 24 h	INS promoter inh
CSc1nc2cc(F)c(F)cc2n1C	-0.13	-0.7	86.5*
CC(C)(C)NC(=O)Cn1c(SCC(=O)Nc2nccs2)nc2ccccc21	1.78	2.38	37.5
COc1ccc(Cc2ccc(OC)c(N)c2)cc1N	0.36	0.33	-4.3
CCc1c(C)sc(NC(=O)c2cc(C)no2)c1C#N	-1.22	-0.98	·
Cc1ccc(C(=O)Nc2cc3c(cc2Cl)OCCCO3)cc1	-0.01	0.57	·
COC(=O)CCC(=O)NC(=S)Nc1c(C)cccc1C	0.97	0.7	·
CCCc1nnc(NC(=O)c2ccncc2)s1	0.45	0.15	20.0
O=C(NCc1ccc(F)cc1)C1CCN(S(=O)(=O)N2CCCC2)CC1	·	·	-14.3
CCCNC(=O)COc1ccccc1[N+](=O)[O-]	1.39	1.64	·
CC1CC(C)CN(c2ncnc3c2cnn3C)C1 (stereo not given)	·	·	-9.1
CC(C)(C)CC(=O)N1CCC(c2nc3c(nnn3Cc3c(F)cccc3Cl)c(=O)[nH]2)CC1	-0.07	-0.5	·
COc1ccccc1Cn1c(=S)[nH]c2cc(C(=O)NCCN3CCOCC3)ccc2c1=O	-0.45	-0.71	50.0
Cc1ccc(-n2c(O)c(C=Nc3ccccc3-c3n[nH]c(=S)[nH]c3=O)c3ccccc3c2=O)c(C)c1	·	·	-26.3
O=c1[nH]c(CN2CCN(CCO)CC2)nc2ccccc12	1.03	1.4	100.0*
CCNC(=O)C1CCCN1S(=O)(=O)c1ccc(OC)cc1 (stereo not given)	1.8	1.22	28.6
CCSC1=N/C(=C\c2ccccc2)C(=O)N1c1ccc(OC)cc1	·	·	33.3
COc1cc(OC)cc(C(=O)NCCNC(=O)c2ccccc2)c1	0.61	0.38	13.6
CC(=O)Cc1nsc(NC(=O)c2cc(-c3cccc(C(F)(F)F)c3)oc2C)n1	-0.77	-0.26	21.6
Cc1ccc(NC(=O)c2ccc(-c3nn(C)c(=O)c4ccccc34)cc2)c(C)c1	-0.9	-0.56	-17.4
CCOC(=O)C1CCN(c2nnc(N3CCCC3=O)s2)CC1	0.99	-0.05	-176.9
COc1ccc(C)cc1NC(=O)CN1C(=O)c2cccc3cccc1c23	-1.91	-1.06	-50.0
Cc1ccc(CNc2cnccn2)cc1	-0.61	-0.47	-40.0
O=C(CN1CCN(Cc2ccccc2)CC1)Nc1ccc([N+](=O)[O-])cc1C(=O)Nc1ccccc1F	-0.08	0.08	-3.6
Cc1ccccc1-n1nnnc1SC(C)C(=O)NC1CCCc2ccccc21 (stereo not given)	-0.79	-0.22	-31.2
CCCCNC(=O)c1ccc2c(SCC(=O)O)c3c(nc2c1)CCCC3	1.43	1.33	-5.6
O=C(NCCCN1CCCC1=O)c1ccc2c(=O)n(-c3ccccc3F)c(=S)[nH]c2c1	·	·	6.7
Cc1nc2c(c(=O)n1CCC1=CCCCC1)c1nc3ccccc3nc1n2/N=C/c1ccco1	-0.46	0.8	-46.1
Cc1ccc(C(=O)/C=C/c2ccc(-c3ccccc3[N+](=O)[O-])o2)cc1	-1.05	-1.49	-29.6
COc1ccc(CCNC2CC(C)N(C)CC2C)cc1OC (stereo not given)	0.71	0.58	60.0
